Screening data from PubChem.
tim23-1 inh: growth inhibitors of tim23-1 mutant yeast; 1.3% of 330,000 active; inhibition, % at 20 µM; S. cerevisiae tim23-1 growth, BacTiter-Glo luminescence, 24 h;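 active = growth inhibition of the mutant yeast at or above 50%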;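 also: temperature-sensitive mutant grown at 25 °C; plate controls were DMSO-treated mutant yeast for no effect and medium wells lacking yeast for full effect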
APJ ag: agonists of human APJ apelin receptor. 0.11% of 330,000 active. activation, % at 20 µM. CHO-K1 APJ PathHunter beta-arrestin, luminescence; 0% DMSO wells, 100% apelin. P35414;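 active = activation more than six SD over the plate average, tested at 20 µM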;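 also: 0% = DMSO alone and 100% = apelin-13 at 10 nM; some results filed as inactive read as strong as hits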
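system = engineered CHO-K1 APJ arrestin reporter cells | input = 1000 cells per well | timing = overnight seeding, 90 min compound at 25 °C, 1 h detection | measured by = enzyme-fragment complementation luminescence | read-out = beta-arrestin recruitment to APJ as agonist activity, luminescent signal | control set = negative DMSO alone, positive Apelin-13 at 10 nM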
XBP1 UPR activ: adaptive UPR (XBP1) activation; CHO-XBP1 luciferase reporter, IRE1-XBP1 UPR activation, luminescence; percent of tunicamycin response, DMSO as zero; AID 463104; 0.33% of 330,000 active; activation, % at 20 µM;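 active = versus positive control, 20 µM dose yields 30% or more activation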;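 also: 100% = tunicamycin at 10 µg/mL and 0% = DMSO only wells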
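Assay system: CHO-XBP1 luciferase reporter cells; Schedule: 6 h treatment, 37 °C; Detection: glow luminescence from Steady-Glo reagent; Benchmarks: high control tunicamycin 10 µg/mL final, low control DMSO vehicle only.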
CHOP UPR activ: activators of apoptotic arm of unfolded protein response (CHOP). AID 449763. CHO-CHOP luciferase reporter, UPR activation, luminescence; percent of tunicamycin response over DMSO baseline. 0.34% of 330,000 active. activation, % at 10 µM;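 active = at 10 µM dose, activation of 40% or more, normalized to positive control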;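 also: 100% = tunicamycin at 10 µg/mL and 0% = DMSO alone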
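measured by = luciferase luminescence | assay system = CHO-CHOP cells, stable luciferase reporter of PERK-eIF2a-CHOP signalling | amount = 500 reporter cells seeded per well | timing = 6 h compound exposure at 37 °C after overnight seeding | controls = positive tunicamycin 10 µg/mL, negative DMSO alone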
Mdm2-MdmX inh: human Mdm2/MdmX binding inhibition; O15151+Q00987; SaOS-2 split-luciferase Mdm2/MdmX complementation, luminescence; inhibition, % at 8 µM; 3% of 330,000 active;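 active = inhibition of at least 50% at 8 µM in the primary screen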
Target sequence (O15151 whole entry, looked up): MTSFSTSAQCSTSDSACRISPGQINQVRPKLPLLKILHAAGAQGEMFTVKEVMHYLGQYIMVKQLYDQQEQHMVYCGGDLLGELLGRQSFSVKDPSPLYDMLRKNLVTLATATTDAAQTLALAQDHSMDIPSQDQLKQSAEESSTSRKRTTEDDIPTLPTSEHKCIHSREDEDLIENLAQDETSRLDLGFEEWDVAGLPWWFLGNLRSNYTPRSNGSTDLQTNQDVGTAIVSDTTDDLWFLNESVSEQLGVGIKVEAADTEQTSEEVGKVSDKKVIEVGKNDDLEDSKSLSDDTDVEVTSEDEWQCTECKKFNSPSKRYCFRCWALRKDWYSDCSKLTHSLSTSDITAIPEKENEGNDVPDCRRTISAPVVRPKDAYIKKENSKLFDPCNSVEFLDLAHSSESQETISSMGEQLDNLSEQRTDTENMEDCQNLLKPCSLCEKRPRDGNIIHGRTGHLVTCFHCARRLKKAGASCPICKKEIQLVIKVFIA
Target sequence (Q00987 whole entry, looked up): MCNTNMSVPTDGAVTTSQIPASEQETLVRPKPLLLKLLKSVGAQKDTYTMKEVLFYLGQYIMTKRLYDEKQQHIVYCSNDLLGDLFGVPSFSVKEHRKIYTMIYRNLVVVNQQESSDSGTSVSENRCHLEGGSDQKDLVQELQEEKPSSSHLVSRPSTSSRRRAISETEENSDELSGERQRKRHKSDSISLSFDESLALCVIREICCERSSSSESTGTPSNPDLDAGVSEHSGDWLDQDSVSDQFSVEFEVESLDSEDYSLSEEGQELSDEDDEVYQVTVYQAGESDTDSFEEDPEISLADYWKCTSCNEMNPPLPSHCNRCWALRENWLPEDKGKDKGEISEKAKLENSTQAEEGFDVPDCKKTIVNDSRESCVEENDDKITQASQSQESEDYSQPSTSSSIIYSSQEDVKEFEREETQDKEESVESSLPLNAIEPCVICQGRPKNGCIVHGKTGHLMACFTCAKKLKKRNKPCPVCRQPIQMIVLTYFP
TIM10 inh: inhibits growth of TIM10 yeast strain | 1.4% of 330,000 active | S. cerevisiae TIM10 strain growth, BacTiter-Glo luminescence, 24 h | inhibition, % at 10 µM;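 active = inhibition of 40% or more at the single tested concentration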;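 also: wild-type TIM10 isogenic control strain grown at permissive 25 °C; 0% = DMSO yeast wells and 100% = minimal medium wells without yeast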
CXCR6 block: CXCR6 (human) receptor inhibition. O00574. 0.36% of 360,000 active. CHO-K1 PathHunter CXCR6 beta-arrestin, luminescence. AID 602244. inhibition, % at 20 µM; in the data active = inhibition above about 34%, passing the limit was not always enough;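 also: antagonist mode with CXCL16 agonist at 10 nM final; 0% = 10 nM CXCL16 with DMSO and 100% = unstimulated wells without agonist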
tim10-1 inh: growth inhibitors of tim10-1 mutant yeast. S. cerevisiae tim10-1 ts strain growth, BacTiter-Glo, 24 h. inhibition, % at 20 µM. 2.2% of 330,000 active;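 active = inhibition of at least 40%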;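 also: mutant grown at 25 °C; 0% = DMSO wells with yeast and 100% = wells holding no yeast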
APJ antag: blocks the human apelin receptor APJ; inhibition, % at 20 µM; CHO-K1 APJ beta-arrestin complementation, luminescence; P35414; AID 2521; 0.32% of 330,000 active;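 active = inhibition above about 40% at 20 µM, limit read from the data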;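 also: cells challenged with 10 nM apelin-13 agonist together with compound; plate controls were apelin-13 plus DMSO wells for no effect and DMSO wells lacking apelin-13 for full effect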
* = called active by the depositor; . = no result given. The list is partial, so the mix of outcomes need not match the whole.

molecule | CXCR6 block | APJ ag | Mdm2-MdmX inh | tim10-1 inh | tim23-1 inh | CHOP UPR activ | APJ antag | TIM10 inh | XBP1 UPR activ
CCOc1ccc(-c2nnn(CC(=O)NCc3ccc4c(c3)OCO4)n2)cc1 | -7 | 2 | 0 | 19 | 7 | -1.6 | -6 | 2 | 0
CCn1cc([N+](=O)[O-])c(C(=O)N2N=C(c3ccc4ccccc4c3)CC2c2ccccc2O)n1 (stereo not given) | 5 | 7 | 61* | 18 | 13 | 6.1 | 13 | 22 | 9
Cc1ccc(CCN2CC(C(=O)NC3CCCCC3)CC2=O)cc1 (stereo not given) | 0 | -6 | -9 | 27 | 13 | 2.1 | 9 | 3 | -1
O=C1c2cccnc2C(=O)N1Cc1ccc(Cl)cc1 | 8 | 4 | -6 | 9 | 10 | 0.4 | -3 | 7 | 0
CCS(=O)(=O)C(C)(CCl)C(=O)Nc1ccc(C(=O)OC)cc1 (stereo not given) | 6 | 0 | 5 | 1 | 10 | 0.6 | 5 | 8 | 0
O=C(NCCOC(=O)c1ccc(C(=O)OCCNC(=O)c2ccccc2)o1)c1ccccc1 | -1 | -1 | 6 | -4 | -15 | -1.3 | 13 | 0 | -2
O=C(O)c1cc2ccccc2c(=O)s1 | -1 | -3 | 2 | 10 | 0 | 2.3 | 17 | 10 | 0
CCCN1CCN(C(=O)c2oc3ccccc3c2NC(=O)COc2ccc(OC)cc2)CC1 | 0 | -1 | 14 | 37 | 23 | 2.4 | -12 | 20 | -5
O=S(=O)(Nc1ccccn1)c1cc(Cl)ccc1Cl | -4 | 3 | -22 | -5 | -4 | -0.4 | 7 | 0 | -8
COc1ccc(C2CC(c3ccc4ccccc4c3)=NN2C(=O)CN2CCC(C(N)=O)CC2)cc1 (stereo not given) | 6 | 14 | -5 | -3 | 31 | 2.0 | -27 | 7 | 2

Sorted by value in XBP1 UPR activ (lowest first): some entries from above.
| Structure | CXCR6 block | Mdm2-MdmX inh | APJ antag | TIM10 inh | XBP1 UPR activ |
| --- | --- | --- | --- | --- | --- |
| O=C(NCCOC(=O)c1ccc(C(=O)OCCNC(=O)c2ccccc2)o1)c1ccccc1 | -1 | 6 | 13 | 0 | -2 |
| CCOc1ccc(-c2nnn(CC(=O)NCc3ccc4c(c3)OCO4)n2)cc1 | -7 | 0 | -6 | 2 | 0 |
| COc1ccc(C2CC(c3ccc4ccccc4c3)=NN2C(=O)CN2CCC(C(N)=O)CC2)cc1 (stereo not given) | 6 | -5 | -27 | 7 | 2 |

The list continues:
molecule | CXCR6 block | APJ ag | Mdm2-MdmX inh | tim10-1 inh | tim23-1 inh | CHOP UPR activ | APJ antag | TIM10 inh | XBP1 UPR activ
Cc1ccc([C@@H]2CC=C(C(=O)O)[C@H](c3ccc(Br)cc3)N2S(=O)(=O)c2ccc(C)cc2)cc1 | -4 | -4 | 13 | 12 | 29 | -0.1 | -3 | 8 | -3
CC(Oc1ccc(Cl)cc1)C(=O)NCCCn1ccnc1 (stereo not given) | 7 | -4 | 18 | -14 | -5 | -0.7 | 10 | -3 | 0
C(=C\c1ccccc1)/CN1CCN(Cc2ccc3c(c2)OCO3)CC1 | 5 | 0 | 2 | -39 | -3 | 2.0 | 2 | -15 | -4
CC(C)(C)c1nn(-c2ccccc2)c2[nH]c(=O)c(C=O)cc12 | 25 | -4 | 38 | -23 | 80* | 0.9 | 9 | 72* | -8
CC(Oc1ccc(Cl)cc1Cl)C(=O)NNC(=O)c1cccnc1 (stereo not given) | -3 | 11 | 10 | 12 | 1 | 0.1 | 9 | 3 | -2
COc1ccc2[nH]cc(CCNC(=O)Cc3c(F)cccc3Cl)c2c1 | 0 | -1 | 14 | 8 | 7 | 0.9 | 4 | 1 | -6
CC1(C)CC(=O)C(C2(O)C(=O)N(Cc3ccccc3)c3ccccc32)CO1 (stereo not given) | 0 | -5 | 17 | 5 | 8 | -1.3 | 1 | -9 | -1
C1CCC(NC2=NCCC2)CC1 | 1 | -4 | -6 | -18 | -2 | -1.1 | 8 | 0 | 1
Cc1cc(C(=O)NCc2ccc(C(=O)O)o2)c(C)o1 | -2 | 2 | 10 | 5 | 19 | -1.5 | -7 | 1 | -3
CC(C)C[C@H](NC(=O)N1CC(=O)Nc2ccccc21)C(=O)N1CCC[C@H]1C(=O)O | -3 | -1 | 10 | -20 | -4 | 1.4 | -31 | 1 | -3

Molecules listed so far that contain an NH in an aromatic ring, in the order listed:
molecule | CXCR6 block | APJ ag | Mdm2-MdmX inh | tim10-1 inh | tim23-1 inh | CHOP UPR activ | APJ antag | TIM10 inh | XBP1 UPR activ
CC(C)(C)c1nn(-c2ccccc2)c2[nH]c(=O)c(C=O)cc12 | 25 | -4 | 38 | -23 | 80* | 0.9 | 9 | 72* | -8
COc1ccc2[nH]cc(CCNC(=O)Cc3c(F)cccc3Cl)c2c1 | 0 | -1 | 14 | 8 | 7 | 0.9 | 4 | 1 | -6

Next structures
molecule | CXCR6 block | APJ ag | Mdm2-MdmX inh | tim10-1 inh | tim23-1 inh | CHOP UPR activ | APJ antag | TIM10 inh | XBP1 UPR activ
COc1ccc(S(=O)(=O)N2CCC(C(=O)Nc3ccc(OC)c(OC)c3)CC2)cc1C | -14 | -3 | 21 | 2 | 6 | 0.1 | 3 | -1 | 0
CSc1ccc(C(=O)C2CCCN(C(=O)c3cccnc3SC)C2)cc1 (stereo not given) | 3 | -3 | -8 | 4 | 16 | 0.6 | 15 | -12 | -2
CC(C)C(=O)Nc1nnc(SCC(=O)NCC2CCCO2)s1 (stereo not given) | 0 | -3 | 28 | 10 | -19 | 4.8 | 14 | 9 | -2
COc1ccc(N2CCN(C(=O)C3CCCN(S(=O)(=O)c4c(C)noc4C)C3)CC2)cc1 (stereo not given) | -5 | -5 | -22 | 21 | 28 | -0.4 | 0 | 11 | -2
C[C@H](CO)N1C[C@H](C)[C@@H](CN(C)C(=O)Nc2ccc3c(c2)OCO3)Oc2ccc(NC(=O)CCC(F)(F)F)cc2C1=O | 0 | -3 | 14 | 14 | 8 | 1.1 | 4 | 2 | 1
CCOC(=O)c1c(C)n(CC(O)c2ccccc2)c2ccc(O)cc12 (stereo not given) | 1 | -2 | 29 | 16 | 9 | -1.4 | -2 | 24 | 2
Cc1c(N(C)C(=O)COc2ccc3ccccc3c2)c(=O)n(-c2ccccc2)n1C | 4 | -1 | -35 | 19 | 19 | -0.4 | 0 | -1 | 8
Cc1ccc(/C=C/C(=O)OC(C)C(=O)Nc2ncc(Cl)cc2Cl)o1 (stereo not given) | 1 | 2 | -1 | 7 | 13 | 0.6 | 2 | -6 | -3
O=[N+]([O-])c1ccc2nc(-c3ccccc3)oc2c1 | -13 | -2 | -53 | 11 | 11 | 4.8 | -16 | 26 | 3
CC(=O)NCCC(=O)Nc1nc(-c2ccc3ccccc3c2)cs1 | 3 | -1 | 36 | 11 | -7 | 3.8 | 17 | 1 | 4
CC1CC(C)CN(C(=O)c2ccc(S(=O)(=O)N3CCCC3)cc2)C1 (stereo not given) | 2 | -5 | 13 | 1 | 15 | 1.6 | -6 | 13 | -3
Cc1ccc(NC(=S)NCCSc2ccc(Cl)cc2)c(C)c1 | -5 | -1 | 22 | 31 | 24 | 0.4 | -17 | -8 | -3
Cc1cccc(N2CCN(Cc3ccc(Br)o3)CC2)c1C | -4 | 0 | 8 | 15 | 14 | 4.1 | 25 | 1 | 0
CCOc1ccc(CCNC(=O)c2ccc(CS(=O)Cc3ccc(Cl)cc3)o2)cc1 (stereo not given) | -3 | 0 | 21 | -3 | 4 | -1.5 | 10 | -1 | -6
CCOC(=O)N1CCN(C(=O)COC(=O)Cc2ccc(Cl)cc2)CC1 | 8 | -2 | -3 | -4 | 13 | 2.6 | 2 | 1 | -9
c1ccc(C(c2ccccc2)c2nc(-c3cccnc3)no2)cc1 | 6 | 1 | 14 | -35 | 19 | 0.8 | -2 | -3 | -5
COC(=O)C1=C[C@@H](C(=O)OC)[C@@H]2C3=C(C(=O)[C@@]2(C)NC(=O)c2ccccc2)[C@H](c2ccccc2)n2c(=O)n(-c4ccccc4)c(=O)n2[C@@H]3C1 | . | -6 | 11 | 15 | 9 | 0.4 | 15 | 6 | 1
COc1c(Cl)ccc(Cl)c1C(=O)NCc1ccco1 | 9 | -1 | 16 | 5 | 14 | -0.9 | -12 | -10 | -4
CCc1c(C)c(C#N)c2nc3ccccc3n2c1NCc1ccccn1 | 2 | -3 | 20 | -33 | 3 | -0.2 | 9 | -24 | 3
COc1ccc(OC)c(NC(=O)COC(=O)COc2c(Cl)cc(Cl)c3ccc(C)nc23)c1 | -5 | -7 | -30 | 8 | 4 | 1.3 | -18 | -6 | 0
COc1ccc(CSc2nnc(-c3ccncc3)n2N)cc1 | -12 | 2 | -21 | 15 | 19 | 1.2 | -12 | -4 | -1
CC(/C=N/NC(=O)CCn1nnc2ccccc21)=C\c1ccccc1 | -6 | -1 | 19 | 31 | 33 | -1.5 | -6 | 37 | -1
Cn1cc(C(CO)Cc2ccccc2)c2ccccc21 (stereo not given) | -4 | -5 | -1 | 2 | 22 | 1.8 | 6 | -4 | -1
Cc1ccc(S(=O)(=O)NCC(=O)N2CCOCCOCCOCC2)cc1 | -2 | 1 | -1 | 21 | 9 | -2.5 | -8 | -9 | -1
CCc1ccccc1NC1=NCC(=O)N1C1CCCCC1 | -2 | -1 | 17 | 21 | -13 | -0.2 | 8 | 7 | -2
c1ccc(CNc2c3c(nc4ncnn24)CCCC3)nc1 | -7 | 0 | -8 | 3 | -1 | 0.0 | 5 | -8 | -1
O=C(OC1CCCCC1=O)c1cccc(S(=O)(=O)N2CCCCC2)c1 (stereo not given) | 0 | 9 | 11 | 43* | 47 | -0.7 | 14 | 23 | 1
Cc1ccc(NC(=O)C2(S(=O)(=O)c3ccc(Cl)cc3)CC2)cc1 | 5 | -5 | 7 | 15 | 23 | -1.1 | -5 | 11 | -3
CC(=O)c1cccc(S(=O)(=O)NCC2CCCCC2)c1 | 0 | -2 | -7 | 20 | 19 | 3.9 | 2 | -9 | 1
CCOc1ccccc1C(=O)Nc1cc(Cl)ccc1O | -2 | -2 | 11 | 62* | 85* | 0.7 | 13 | 59* | -1
CCOC(=O)C(NC(C)=O)(Nc1ccc(S(N)(=O)=O)cc1)C(F)(F)F (stereo not given) | -11 | 1 | 8 | -13 | 11 | 2.5 | -1 | -4 | -1
CCOC(=O)CON1C(=O)c2ccccc2C1=O | -16 | -1 | 9 | -2 | -2 | -1.3 | 7 | 0 | -1
O=C(NCc1cccnc1)c1ccccc1NS(=O)(=O)c1ccc(Br)cc1 | -5 | 0 | -5 | 2 | 17 | 1.8 | -5 | 17 | -3
Cc1ccc(-c2c(C(=O)N/N=C/c3ccc(C)o3)nnn2-c2nonc2N)cc1 | -5 | 3 | 5 | -7 | 1 | -1.1 | 13 | 7 | -3
Cc1cc(NC(=O)COc2ccccc2)ccc1Cl | 2 | -5 | -5 | -3 | 25 | 1.1 | 9 | 11 | 0
Cc1ccc(C(C)NC(=O)c2ccc3c(c2)OCCO3)cc1C (stereo not given) | 5 | -1 | -1 | 12 | 12 | 0.5 | -8 | -12 | -2
